Screening results as filed in PubChem.
Shn3 3UTR inh: reduction of Shn3 3'UTR firefly luciferase signal, primary screen, Schnurri-3 inhibitor project, cell-based, Clone20 osteoblasts, set 2. Clone20 osteoblast Shn3 3'UTR firefly luciferase, 24 h. inhibition, % at 12.5 µM. 360,000 tested, 0.52% active;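 active means mean inhibition of at least 75% with every replicate also reaching 75%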;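 further: 0% = median of neutral control wells and 100% = pilot-screen positive control compound; some compounds past the cut are filed as inactive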
NR2E3 ag-1: NR2E3 agonists in two-hybrid cells, primary screen, cell-based, luminescence, CHO-S, Gal4-NCOR/VP16-NR2E3 | luciferase | AID 602229, 2012 | 360,000 tested, 0.35% active | Photoreceptor-specific nuclear receptor (Homo sapiens), Q9Y5X4 | inhibition of corepressor binding, % at 3.98 µM;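 active means inhibition above the mean of all tested compounds plus 3 SD, cut at about 70% in these data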;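 further: 0% = DMSO with NR2E3 transfected cells and 100% = cells lacking NR2E3 construct; higher means lower luciferase signal from less NR2E3 corepressor binding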
Target sequence (Q9Y5X4 whole entry, looked up, the tested form may be a part): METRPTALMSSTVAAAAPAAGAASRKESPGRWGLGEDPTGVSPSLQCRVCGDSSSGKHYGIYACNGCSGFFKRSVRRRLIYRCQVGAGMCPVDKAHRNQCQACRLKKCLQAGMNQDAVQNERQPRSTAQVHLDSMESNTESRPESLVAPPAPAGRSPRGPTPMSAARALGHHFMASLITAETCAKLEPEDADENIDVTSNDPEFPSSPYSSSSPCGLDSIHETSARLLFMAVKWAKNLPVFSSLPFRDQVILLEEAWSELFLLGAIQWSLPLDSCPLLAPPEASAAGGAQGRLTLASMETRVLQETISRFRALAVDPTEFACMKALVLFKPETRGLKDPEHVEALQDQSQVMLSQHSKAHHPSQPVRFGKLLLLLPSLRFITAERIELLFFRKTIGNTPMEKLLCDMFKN
PDI turbidity: inhibitors of human PDI, primary screen, biochemical, turbidity, single point, plate reader | Protein disulfide-isomerase (Homo sapiens), P07237 | PDI insulin aggregation turbidity, A650, 90 min | inhibition, % at 10 µM | 350,000 tested, 0.052% active;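 active means mean inhibition across replicates of 30% or more, whatever share of single replicates reach that level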;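 further: absorbance from insulin aggregation driven by PDI reduction with DTT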
Target sequence (P07237 whole entry, looked up): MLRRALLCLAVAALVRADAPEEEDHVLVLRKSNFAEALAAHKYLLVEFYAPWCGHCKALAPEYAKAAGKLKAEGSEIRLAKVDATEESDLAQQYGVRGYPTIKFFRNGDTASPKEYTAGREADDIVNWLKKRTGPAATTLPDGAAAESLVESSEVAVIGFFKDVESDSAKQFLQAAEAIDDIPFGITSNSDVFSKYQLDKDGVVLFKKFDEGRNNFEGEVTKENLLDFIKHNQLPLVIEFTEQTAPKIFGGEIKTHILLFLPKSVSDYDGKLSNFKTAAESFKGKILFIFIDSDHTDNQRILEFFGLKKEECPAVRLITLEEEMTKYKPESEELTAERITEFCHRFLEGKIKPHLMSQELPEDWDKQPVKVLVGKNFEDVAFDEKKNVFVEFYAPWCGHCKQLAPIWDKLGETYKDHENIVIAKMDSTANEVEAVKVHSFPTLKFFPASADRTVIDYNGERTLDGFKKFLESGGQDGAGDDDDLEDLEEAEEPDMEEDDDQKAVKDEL
CaV13 FRET inh: Primary screen for inhibitors of IQ motif and Ca2+-dependent inactivation inhibitor domain binding in CACNA1D, Förster resonance energy transfer in living cells, …; HEK cells, CFP/YFP FRET ICDI-IQ, plate reader, 10 min; percent FRET-ratio fall versus neutral wells; inhibition, % at 12.3 µM; 340,000 tested, 0.098% active;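 active means mean replicate inhibition of at least 30% and at least 1% of replicates passing that level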;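 further: 0% = median of the neutral control wells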
HTR2A ag: mouse Htr2a agonists via beta-arrestin recruitment, primary screen, cell-based, luminescence | AID 624169, 2012 | activation, % at 7.6 µM | CHO-K1 mHTR2A beta-arrestin complementation; percent of 30 µM serotonin response | 360,000 tested, 0.66% active;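 active means activation above a run cutoff, the mean activation of all tested compounds plus 3 SD, cut at about 14% in these data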;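 further: 0% = plate median of compound wells and 100% = 30 µM serotonin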
Peg3 prom inh: Peg3 promoter-driven luciferase inhibitors, primary screen, cell-based, HeLa, luciferase luminescence. inhibition, % at 20 µM. 360,000 tested, 1.7% active. HeLa PEG-Prom luciferase reporter, overnight;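 active means inhibition of at least 50% at 20 µM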
HIF-2a block: HIF-2a reporter inhibitors, primary screen, luminescence, 786-0 RCC cells; 786-0 RCC cells HIF-2a reporter, luciferase luminescence, overnight; inhibition, % at 18.8 µM; AID 624352, 2012; 360,000 tested, 0.72% active;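 active means inhibition of the luminescence signal of 40% or more relative to plate controls, in a single-dose primary screen at 18.75 µM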
TRPM1 prom inh: inhibitors of MITF-dependent TRPM1 promoter reporter, primary screen, cell-based, SK-MEL-5, single point, luciferase. SK-MEL-5 TRPM1 promoter luciferase, 24 h. inhibition, % at 12.5 µM. 330,000 tested, 0.83% active;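 active means mean inhibition across replicates of 60% or more, whatever share of single replicates reaches that level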; further: values of inactives mirror those of a sister screen read the other way
Cardio protect: cardioprotection against H2O2-induced cell death, primary screen, uHTS, H9c2 cells, ATPLite luminescence; H9c2 cardiomyocytes, H2O2 injury protection, 2 h; protection from H2O2 cell death, % at 20 µM; 360,000 tested, 0.63% active;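 active means compounds giving at least 50% protection of heart cells from peroxide-induced death in the single-dose screen, raw or plate-pattern-corrected value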;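 further: 0% = DMSO wells with peroxide and 100% = DMSO wells without peroxide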
hiPSC survival: enhancers of single-cell hiPSC survival, primary screen, ATPlite luminescence | 100% = ROCK inhibitor wells, 0% = DMSO | 360,000 tested, 0.044% active | survival enhancement, % at 20 µM; in the data active means survival enhancement above about 18%;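 further: cells exposed to compounds for 16 hours before the ATP read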
NR2E3 ag-2: inhibitors of NR2E3-RetCOR corepressor binding, primary screen, NR2E3 agonist project, biochemical, TR-FRET, GST-NR2E3, biotin-RetCOR. inhibition of corepressor binding, % at 4.78 µM. 320,000 tested, 0.12% active. 1536-well. AID 2300, 2010;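 active means percent inhibition above the cutoff of mean plus 3 SD of all tested compounds, set per screening campaign, cut at about 20% in these data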;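 further: 0% = DMSO wells and 100% = biotin wells as full block of FRET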
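Material: NR2E3–RetCOR corepressor complex / Incubation: Compound–protein incubation for 5 h at 4 °C / Dosing: compound at 4.8 µM, single dose / Detection: time-resolved FRET / Benchmarks: high control biotin, low control 0.6% DMSO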
Numbers without * were called inactive; . = not tested or not shown; & = joins results of further samples.

structure	Shn3 3UTR inh	NR2E3 ag-1	PDI turbidity	CaV13 FRET inh	HTR2A ag	Peg3 prom inh	HIF-2a block	TRPM1 prom inh	Cardio protect	hiPSC survival	NR2E3 ag-2
O=C(COc1ccc([N+](=O)[O-])cc1)Nc1nnc(-c2cccnc2)s1	5	-30	2	-1	7	2	-2	-18	0	-0.8	0
CCOC(=O)c1cnc(SCC(=O)Nc2cc(C(F)(F)F)ccc2N2CCOCC2)nc1N	2	6	-6	-4	3	17	11	-11	-3	-0.6	-5
C=C(C)COc1ccc(-c2n[nH]c(C)c2-c2ccccc2OC)c(O)c1	-7	-17	-10	.	2	12	11	-1	-6	-0.3	-3
CCOC(=O)N1CCC(Nc2c(NCCN3CCN(c4cccc(Cl)c4)CC3)c(=O)c2=O)CC1	-4	13	3	-7	-2	-9	7	-1	4	-0.1	3
COc1ccc([N+](=O)[O-])cc1/C=N/NC(=O)Cc1ccccc1	7	20	2	14	-3	6	17	5	4	1.3	2
COc1ccccc1CNC(=O)c1ccc(S(=O)(=O)N2CCCC2)cc1	9	11	-11	-3	8	12	15	3	2	-2.4	0
COc1ccc(C(=O)OCC(=O)c2cc(OC)ccc2OC)c(OC)c1	9	-6	-4	.	1	-44	-45	-17	-6	-2.0	3
COc1ccc(N(CC(=O)N2CCOCC2)S(C)(=O)=O)cc1	-4	-11	-3	-18	9	5	14	7	-1	0.4	2
CCc1nc2ccc(C(=O)NCCCN3CCCC3=O)cn2c1N(C)C(=O)C1CCCCC1	8	3	3	-9	2	-6	4	.	1	1.3	.
CC(=O)OCc1c(C(F)(F)F)nn(C)c1Sc1ccccc1	7	-8	5	-6	-2	4	13	-10	4	-1.4	-1
CC(C)(C)OC(=O)NCCc1onc(-c2cccc([N+](=O)[O-])c2)c1C(=O)O	-2	-5	-2	-7	-1	-10	-3	.	-2	4.9	.
CCCCCCCC(=O)Nc1ccc(C(=O)N/N=C/c2cccc([N+](=O)[O-])c2)cc1	39	4	-4	-4	5	101*	8	72*	-19	-1.8	5
Cc1ccc(CSC2=Nc3sccc3C3=NC(=O)CN23)cc1	-11	-24	-2	-5	-3	-7	-40	9	5	-0.1	-2
CCC(CC)C(=O)Nc1c2c(nn1-c1ccc(OC)cc1)CS(=O)(=O)C2	-16	-19	4	-7	2	1	2	3	9	6.7	1
O=C(C1CCC(CNc2c(N3CCCCC3)c(=O)c2=O)CC1)N1CCCC1 (stereo unspecified)	-1	5	-2	-7	1	0	13	-1	-2	0.8	5
CCc1nc(OCC(=O)c2ccccc2)c(C#N)c2c1COC(C)(C)C2	15	-7	1	-5	3	23	18	-1	-3	-1.8	-1
CCOC(=O)c1c(C)[nH]c(C)c1C(=O)CSc1nc(N)cc(=O)[nH]1	-17	10	1	-4	-1	-4	5	5	4	1.2	1
COc1ccc(C2N(C(=O)C(F)(F)F)C(C)CN2S(=O)(=O)c2ccc(C)cc2)cc1 (stereo unspecified)	9	10	1	-3	-2	-2	-1	21	-2	-0.1	3
Cc1cc(C)cc(N)c1	2	11	.	.	4	8	3	3	0	2.7	2
COc1ccccc1N1CCN(c2ccc(-c3ccccc3)nn2)CC1	-3	-129	-3	-5	-4	9	-58	40	-28	-2.7	-2
O=C(c1cc2sccc2n1Cc1ccccc1)N1CCCc2ccccc21	-12	-24	0	-6	-4	-7	-29	-2	-12	-0.8	3
COc1ccccc1CN(Cc1nc2ccccc2c(=O)[nH]1)C(=O)Nc1ccc(C)cc1	13	-41	-1	-8	0	-27	-72	4	8	1.4	1
O=c1c(O)c(-c2ccc(O)c(O)c2)oc2cc(O)ccc12	-25	-14	.	.	-1	-11	-86	-13	38	-3.6	.
Cc1ccc(S(=O)(=O)N(C)C)cc1NC(=O)COC(=O)/C=C/c1cccs1	6	-42	2	-5	-1	2	13	-1	6	-0.3	-2
CS/C(=N\S(=O)(=O)c1cccs1)NC(=O)CSc1nc2ccccc2s1	-11&-3	9&-25	1&-4	-7	8&3	11&12	-22&-14	7&21	1&8	4.5&0.5	0
COc1ccccc1N1CCN(S(=O)(=O)CCNC(=O)C23CC4CC(CC(C4)C2)C3)CC1	13	3	9	-15	-6	30	15	2	-8	-0.5	1
Cc1ccc(C2=NN3C(=O)c4ccccc4C3C2)cc1 (stereo unspecified)	-68	-41	-3	-4	-4	-229	-325	-27	-6	0.7	-1
CCN(CC)C(=O)c1ccc2nc([C@H]3C[C@H](O)[C@@H](CO)O3)[nH]c2c1	-9	9	-5	-5	-1	13	3	.	-1	5.1	.
O=C(O)c1cc(O)ccc1NC(=O)C1CCCO1 (stereo unspecified)	1	0	-1	-2	0	-1	17	-5	4	-0.7	1
Cc1c(NC(=O)c2c(F)cccc2F)c(=O)n(-c2ccccc2)n1C	5	-9	-2	1	-1	-1	6	4	7	-2.2	-2

Another view of some results above.
Each structure is followed by: Shn3 3UTR inh	NR2E3 ag-1	PDI turbidity	CaV13 FRET inh	HTR2A ag	Peg3 prom inh	HIF-2a block	TRPM1 prom inh	Cardio protect	hiPSC survival	NR2E3 ag-2
> O=c1c(O)c(-c2ccc(O)c(O)c2)oc2cc(O)ccc12
    -25	-14	.	.	-1	-11	-86	-13	38	-3.6	.
> Cc1ccc(S(=O)(=O)N(C)C)cc1NC(=O)COC(=O)/C=C/c1cccs1
    6	-42	2	-5	-1	2	13	-1	6	-0.3	-2
> CS/C(=N\S(=O)(=O)c1cccs1)NC(=O)CSc1nc2ccccc2s1
    -11&-3	9&-25	1&-4	-7	8&3	11&12	-22&-14	7&21	1&8	4.5&0.5	0
> COc1ccccc1N1CCN(S(=O)(=O)CCNC(=O)C23CC4CC(CC(C4)C2)C3)CC1
    13	3	9	-15	-6	30	15	2	-8	-0.5	1
> Cc1ccc(C2=NN3C(=O)c4ccccc4C3C2)cc1 (stereo unspecified)
    -68	-41	-3	-4	-4	-229	-325	-27	-6	0.7	-1
> CCN(CC)C(=O)c1ccc2nc([C@H]3C[C@H](O)[C@@H](CO)O3)[nH]c2c1
    -9	9	-5	-5	-1	13	3	.	-1	5.1	.
> O=C(O)c1cc(O)ccc1NC(=O)C1CCCO1 (stereo unspecified)
    1	0	-1	-2	0	-1	17	-5	4	-0.7	1

(continued)
structure	Shn3 3UTR inh	NR2E3 ag-1	PDI turbidity	CaV13 FRET inh	HTR2A ag	Peg3 prom inh	HIF-2a block	TRPM1 prom inh	Cardio protect	hiPSC survival	NR2E3 ag-2
Cc1cc(C)cc(NC(=O)COC(=O)COc2ccc(N(C)S(=O)(=O)c3cccs3)cc2)c1	-12	-8	13	-19	-2	2	15	2	4	0.1	.
O=C(O)c1cc2ccc3cccc4ccc(c1)c2c34	-7	-79	0	-4	-1	-30	-28	-11	3	-0.7	0
O=C(COC(=O)c1ccco1)NC1CCCC1	-6	-14	-17	-3	-3	-16	5	-6	1	0.3	2
Cc1cccc(N2CCN(CCNC(=O)c3cc4c(s3)CS(=O)(=O)C4)CC2)c1C	12	-36	0	-9	0	7	2	6	-7	-1.1	3
O=C(Nc1nncs1)c1cccc(S(=O)(=O)N2CCc3ccccc32)c1	-5	15	10	-9	1	5	20	-2	17	1.0	0
CCn1nc(C)cc1C(=O)NC1CC(C)(C)Cc2c1cnn2-c1cccc(F)c1 (stereo unspecified)	-29	-30	1	-6	0	20	10	9	-2	-0.4	-3
O=C(O)c1ccc[nH]c1=S	-13	-8	-1	-3	-2	11	3	-8	1	-0.4	-6
Cc1[nH]c2ccccc2c1C(c1ccccn1)N1CCCC1 (stereo unspecified)	7	6	2	7	1	-4	5	-2	7	0.0	0
CCCC(=O)Nc1ccc(Cc2ccc(NC(=O)CCC)c(C(=O)O)c2)cc1C(=O)O	14	7	12	-3	-2	9	7	6	-1	1.0	-1
COc1ccc(S(=O)(=O)Nc2ccc(N3CCOCC3)cc2)cc1Br	58	-7	-5	-4	3	14	4	3	-12	-2.3	2
CN1CCC(=NNC(=O)CN(c2ccccc2)S(=O)(=O)c2ccccc2)CC1	-39	1	-5	.	3	3	15	7	2	-0.1	-4
O=C(CN1C(=O)CSc2ccc(S(=O)(=O)N3CCOCC3)cc21)NCc1cccnc1	7	5	7	-2	1	-4	9	1	6	-3.1	2
O=C1COc2ccc(C(=O)COC(=O)CNC(=O)C3CCCCC3)cc2N1	-49	-8	-10	-19	-2	5	10	-3	-9	-0.1	-3
CN1C(=O)C2(OCC(COc3ccc(Cl)cc3)O2)c2ccccc21 (stereo unspecified)	-11	-19	-4	.	-1	-12	-69	-2	-16	-2.5	2
O=S(=O)(NCc1ccco1)N1CCCCCC1	4	-9	3	.	10	11	13	10	-1	-1.2	2
